Screens as filed in PubChem.
PKA-R2B act – PKA-R2B complex activation; P22694+P31323; PKA-R2B holoenzyme dissociation, Cy5-IP20 fluorescence polarization; R2B truncated from residue 108, S112A mutant; 0% DMSO only, 100% 113 µM cGMP; activation, % at 11.4 µM; 340,000 tested, 0.079% active; AID 504700;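 active means activation above a cutoff set at the mean over all compounds plus 3 SD, cut at about 18% in these data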;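 further: higher means more holoenzyme dissociation and a rise in polarization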
Target sequence (P31323 whole entry, looked up, other chains not shown, the tested form may be a part): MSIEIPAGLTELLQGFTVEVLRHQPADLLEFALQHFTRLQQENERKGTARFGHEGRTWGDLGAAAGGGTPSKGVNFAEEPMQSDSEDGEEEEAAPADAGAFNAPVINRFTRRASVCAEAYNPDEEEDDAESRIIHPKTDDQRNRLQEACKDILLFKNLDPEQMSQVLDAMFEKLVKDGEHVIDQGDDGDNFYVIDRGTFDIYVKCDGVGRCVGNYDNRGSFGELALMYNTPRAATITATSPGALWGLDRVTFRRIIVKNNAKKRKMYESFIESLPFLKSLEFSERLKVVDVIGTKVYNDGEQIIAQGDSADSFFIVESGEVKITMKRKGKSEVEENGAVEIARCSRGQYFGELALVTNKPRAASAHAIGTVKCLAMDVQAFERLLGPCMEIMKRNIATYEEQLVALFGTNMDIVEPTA
HTR5A inv ag – HTR5A inverse agonism, opioid heterodimer counter-screen | AID 504634 | 340,000 tested, 0.083% active | inhibition, % at 9.3 µM | HTR5A cell line, luminescence; in the data active means inhibition mostly above about 23%, no sharp cut-off; inactive means mostly below about 18%;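 further: 0% = cells with DMSO and 100% = no-cell wells with DMSO; some compounds called inactive have numbers as strong as hits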
Target sequence (P47898 whole entry, looked up): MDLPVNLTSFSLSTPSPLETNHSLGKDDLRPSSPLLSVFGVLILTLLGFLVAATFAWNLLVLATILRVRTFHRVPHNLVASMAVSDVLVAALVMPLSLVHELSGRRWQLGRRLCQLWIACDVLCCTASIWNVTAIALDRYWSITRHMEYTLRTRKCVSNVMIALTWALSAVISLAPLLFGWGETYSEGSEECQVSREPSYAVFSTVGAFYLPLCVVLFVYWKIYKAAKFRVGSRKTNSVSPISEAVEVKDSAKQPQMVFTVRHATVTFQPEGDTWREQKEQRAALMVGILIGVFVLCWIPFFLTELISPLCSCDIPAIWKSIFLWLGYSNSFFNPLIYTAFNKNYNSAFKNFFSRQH
Ecoli viability – counter-screen for AddAB inhibitors: E. coli growth inhibition | E. coli V3065 growth, OD600 absorbance, 18 h | inhibition, % at 11.9 µM | 330,000 tested, 0.27% active | AID 449728;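 active means inhibition above the campaign's mean inhibition across all tested compounds plus 3 SD, cut at about 9.9% in these data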;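 further: uninfected addAB+ strain grown without phage in ampicillin broth; 0% = DMSO wells and 100% = ciprofloxacin 0.95 µg/ml wells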
MOR-DOR ag – agonists of human mu-delta opioid receptor heterodimerization. activation, % at 9.3 µM. P35372+P41143. AID 504326. cells, OPRM1-OPRD1 heterodimerization, luminescence. 340,000 tested, 0.3% active; in the data active means activation above about 18%;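 further: 0% = vehicle-treated cells and 100% = reference agonist; values of inactives mirror those of a sister screen read the other way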
phage Ecoli inh – E. coli growth loss with phage present. inhibition, % at 11.9 µM. growth absorbance. AID 651602. 360,000 tested, 0.26% active; in the data active means inhibition above about 11%
AddAB inh – less growth of phage-infected E. coli with AddAB | E. coli expressing H. pylori AddAB, absorbance growth | inhibition, % at 11.9 µM | 330,000 tested, 0.29% active | AID 435030; in the data active means inhibition above about 12%;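 further: 0% = vehicle wells of infected cells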
MOR-DOR inv ag – inverse agonist of human OPRM1-OPRD1 heterodimerization. cell-based MOR-DOR heterodimer luminescence, inverse agonism. P35372+P41143. inhibition, % at 9.3 µM. 340,000 tested, 0.21% active; in the data active means inhibition above about 22%, passing the limit was not always enough;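 further: 0% = cells with DMSO and 100% = wells without cells with DMSO; values of inactives mirror those of a sister screen read the other way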
PfHsp90 set2 – inhibits growth of yeast expressing Plasmodium falciparum Hsp90. S. cerevisiae expressing PfHsp90, BacTiter-Glo ATP, 48 h; yeast lacking PDR1 and PDR3 efflux regulators. inhibition, % at 9.4 µM. 310,000 tested, 0.32% active. AID 504621;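 active means every replicate shows inhibition above about 80%, whatever the replicate mean, limit read from the data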;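 further: 0% = DMSO neutral controls and 100% = 20 µM radicicol positive controls; yeast relying on Plasmodium falciparum Hsp90 in place of its own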
Mot1-301 SUMO – blocks SUMOylation pathway, rescuing yeast Mot1-301 growth. S. cerevisiae Mot1-301 growth rescue, ATP luminescence, 38.5C; percent above DMSO median, 100 means doubled. growth rescue, % at 18.8 µM. 320,000 tested, 1% active. AID 2716;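 active means every valid replicate shows activation above 250% relative to neutral control wells; inactive means the rest, any valid replicate at or below 250%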;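 further: OY570 slx delta 5 strain wells were the positive control but not used for scaling; some compounds called inactive have numbers as strong as hits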
Tat export inh – inhibitors of E. coli Tat protein transport; E. coli MC4100 TorA-mCherry Tat export, fluorescence; inhibition, % at 10 µM; 340,000 tested, 0.036% active;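 active means mean replicate inhibition at least 50% and at least half of replicates individually reaching 50%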;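 further: exported cargo escapes ClpAP degradation while cytoplasmic cargo is degraded and loses fluorescence; 0% = median of neutral control wells and 100% = median of NaSCN control wells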
PKA-R1A activ – activates the PKA-R1A holoenzyme complex. P00514+P68181. PKA-R1A dissociation, Cy5-IP20 fluorescence polarization; scaled: DMSO 0%, 113 µM cGMP 100%. activation, % at 11.4 µM. 340,000 tested, 0.083% active;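 active means percent activation above the mean of all tested compounds plus 3 SD, cut at about 19% in these data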;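 further: higher means more PKAc released from R1A so a rise in polarization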
* = called active by the depositor; x = no result given.

A first look:
SMILES	PKA-R2B act	HTR5A inv ag	Ecoli viability	MOR-DOR ag	phage Ecoli inh	AddAB inh	MOR-DOR inv ag	PfHsp90 set2	Mot1-301 SUMO	Tat export inh	PKA-R1A activ
COCCSc1nnc(NC(=O)C2CCCO2)s1 (stereo not given)	-1	-8	-1.5	0.0	1.1	1.6	0	-14	134	0	0
COc1cccc(-c2ccc(C#N)c(OC(=O)c3ccc(Cl)cc3)n2)c1	0	16	-0.3	0.1	1.2	5.8	-1	2	-27	3	6
CCOC(=O)c1c(NC(=O)CN2C(=O)c3ccccc3C2=O)sc(Cc2ccc3c(c2)OCO3)c1C	-2	-17	1.2	-0.9	2.7	-0.5	5	-26	-1	2	-9
O=C(COC(=O)CNC(=O)c1ccco1)Nc1ccc(F)cc1	-9	-47	3.9	-0.2	1.7	0.8	1	8	-21	-1	-10
COc1cccc(CC2CC(=O)N(c3ccc4c(C)cc(=O)oc4c3)C2=O)c1 (stereo not given)	10	0	-1.3	-0.6	1.0	4.5	3	x	-6	2	-3
O=C(Nc1ccc(Cl)cc1)Nc1nnc(Cc2ccc([N+](=O)[O-])cc2)s1	-1	1	0.9	-0.5	4.5	0.2	3	-36	x	-7	3

Results (from the top)
SMILES	PKA-R2B act	HTR5A inv ag	Ecoli viability	MOR-DOR ag	phage Ecoli inh	AddAB inh	MOR-DOR inv ag	PfHsp90 set2	Mot1-301 SUMO	Tat export inh	PKA-R1A activ
COCCSc1nnc(NC(=O)C2CCCO2)s1 (stereo not given)	-1	-8	-1.5	0.0	1.1	1.6	0	-14	134	0	0
COc1cccc(-c2ccc(C#N)c(OC(=O)c3ccc(Cl)cc3)n2)c1	0	16	-0.3	0.1	1.2	5.8	-1	2	-27	3	6
CCOC(=O)c1c(NC(=O)CN2C(=O)c3ccccc3C2=O)sc(Cc2ccc3c(c2)OCO3)c1C	-2	-17	1.2	-0.9	2.7	-0.5	5	-26	-1	2	-9
O=C(COC(=O)CNC(=O)c1ccco1)Nc1ccc(F)cc1	-9	-47	3.9	-0.2	1.7	0.8	1	8	-21	-1	-10
COc1cccc(CC2CC(=O)N(c3ccc4c(C)cc(=O)oc4c3)C2=O)c1 (stereo not given)	10	0	-1.3	-0.6	1.0	4.5	3	x	-6	2	-3
O=C(Nc1ccc(Cl)cc1)Nc1nnc(Cc2ccc([N+](=O)[O-])cc2)s1	-1	1	0.9	-0.5	4.5	0.2	3	-36	x	-7	3
COc1ccc(S(=O)(=O)NC(CC(=O)NCc2ccccc2OC)c2ccco2)cc1 (stereo not given)	-2	13	-0.9	-1.4	0.1	-0.9	7	x	1	-7	-1
Cc1oc(-c2cccs2)nc1CN1CCN(C2CCCC2)C(CCO)C1 (stereo not given)	3	7	3.0	-3.8	-3.2	-0.9	19	x	-11	-3	-4
COc1ccc(C2=CCC3CCCCN3C2)cc1OC (stereo not given)	2	1	-1.8	0.4	1.4	0.1	-2	8	-17	-10	-10
CCCCC1=CC2=CC(=O)C(C)(OC(=O)CC)C(=O)C2=CN1CCc1c[nH]c2ccccc12 (stereo not given)	5	-18	-4.3	4.7	2.9	-0.6	-26	10	-13	2	-13
CCOC(=O)N1CCC(N2Cc3cccc(C(=O)Nc4ccc(N(CC)CC)cc4C)c3C2=O)CC1	-8	-8	-1.6	-1.9	-1.0	-0.3	10	22	-9	14	-6
N/C(=N\OC(=O)C12CC3CC(CC(C3)C1)C2)c1ccccn1	10	-7	2.5	0.9	0.8	-0.5	-6	-9	63	1	-4
COc1ccc(/C=C(/NC(=O)c2ccccc2)C(=O)N2CCC(C)CC2)cc1	-6	-2	-0.3	-1.5	1.1	3.7	9	1	-4	1	-6
Cc1cccc(NC(=O)CSc2nc3[nH]ncc3c(=O)[nH]2)c1C	-10	-4	-1.7	-2.3	3.4	1.0	12	26	42	-4	-16
Cc1ccc(S(=O)(=O)N2CCCC2)cc1C(=O)NCCOc1ccccc1	-7	0	0.9	-2.3	-2.0	-0.9	9	x	-8	-5	0
COc1ccc(C(C(=O)NCc2ccccc2)N(Cc2cccnc2)C(=O)c2snc(C(N)=O)c2N)cc1OC (stereo not given)	8	-13	-1.4	-0.6	-0.5	-1.2	3	7	-8	19	16
COc1ccccc1N1CCN(C(=O)NCc2ccc(Cl)cc2)CC1	0	3	-0.4	-0.7	0.3	-0.7	4	-27	19	4	3
Cc1cc(CNC(=O)Cn2nc(C)c([N+](=O)[O-])c2C)c2ccccc2n1	6	-36	1.3	-1.5	0.1	0.4	7	x	-4	-12	3
CCCN(CC(=O)Nc1ccccc1C)C(=O)c1oc2ccc(OCC)cc2c1C	-16	-14	1.4	0.9	3.8	1.0	-5	-84	6	-3	-10
O=[N+]([O-])c1ccc(N2CCNCC2)cc1Sc1nc2ccccc2[nH]1	4	2	-2.7	-2.1	1.5	-0.6	10	2	x	1	6
CCn1cc(S(=O)(=O)NCc2ccccc2Br)cn1	-5	16	0.3	-0.6	3.3	0.4	3	18	-7	7	-2
Nc1cnn(C2OC(CO)C(O)C2O)c(=O)n1 (stereo not given)	1	8	0.5	-2.2	8.8	3.9	11	31	33	-8	-10
O=C(NC1CC2CCCC(C1)N2C(=O)N1CCCCC1)C1CCCCC1 (stereo not given)	-6	-7	-0.4	-2.9	3.3	4.6	17	-2	153	1	-1
CCC(C)NC(=O)COC(=O)Cc1sc(N)nc1-c1ccc(C)cc1 (stereo not given)	-6	18	-2.9	-2.9	1.6	-0.5	14	9	-7	0	-2
CSCC[C@H](N)C(=O)N1CCC(C(=O)N[C@H](C(=O)NCc2ccccc2F)C(C)C)CC1	-4	16	-3.5	-2.3	1.7	4.2	12	8	63	-1	-3
C/C(=N\NC(=O)CCC(=O)O)c1c(-c2ccccc2)c2cc(Br)ccc2[nH]c1=O	-12	2	-0.4	-2.0	3.7	-0.3	10	0	4	7	-5
CCOc1ccc(NC(=S)NNC(=S)Nc2cccc(C(F)(F)F)c2)cc1	-12	-9	3.1	-2.8	3.6	2.9	14	1	-14	-2	5
CNC(=O)c1ccc(OCc2ccccc2)c(OC)c1	1	-4	0.2	-2.8	2.9	1.7	13	x	9	0	-3
CN1CC2=Cc3ccccc3OC23Oc2ccccc2C=C3C1	7	6	0.9	-3.2	3.3	2.8	19	-7	-1	5	-2
CN(C)/C=C1\C(=O)NN=C1c1ccccc1	0	-3	-0.1	-0.1	2.8	0.5	1	-66	-3	0	7
COc1ccc(CCNC(=O)C2CCN(S(=O)(=O)c3ccc(C)cc3)CC2)cc1OC	2	-7	x	-2.3	1.9	x	11	11	-11	1	-13
Cc1ccc(S(=O)C(c2ccccc2)c2ccccc2)cc1 (stereo not given)	3	-9	x	0.0	-6.7	x	0	x	x	4	-9
O=C(/C=C/c1ccc(Br)cc1)NCCCn1ccnc1	7	13	3.8	-2.8	3.3	5.0	14	6	-2	4	2
COc1cccc(N2C(=O)Nc3ccc(Br)cc3C2(O)C(=O)NCCCN(C)C)c1 (stereo not given)	5	-5	2.3	-1.1	-0.9	1.9	6	17	75	6	-10
O=C(Nc1cccc(Br)c1)c1ccc2nc(N3C(=O)CCC3=O)sc2c1	-2	-14	-3.1	-0.6	0.3	-2.6	3	10	-9	-5	1
Cc1ccc(C)c(NC(=O)CN(C)C(=O)[C@@H](NC(N)=O)C(C)C)c1	-4	21	0.8	-1.5	-0.9	1.0	7	9	-1	8	-14
CSc1nnc(-c2ccccc2Cl)o1	-5	-13	1.3	-0.4	2.7	1.3	2	5	-3	4	7
CCOC(=O)N1CCN(C(=O)COc2ccc(S(=O)(=O)NCC(C)C)cc2C)CC1	4	-6	-1.3	-0.2	1.9	2.9	1	17	-12	-6	-3
CCOC(=O)NC1(NCC(C)C)Oc2ccccc2O1	-12	-2	-1.1	-0.7	-0.5	-1.3	4	-19	x	-18	9
O=C(c1nc[nH]c1C(=O)N1CCc2ccccc2C1)N1CCc2ccccc2C1	-6	4	0.4	-0.1	1.8	-0.3	1	-21	3	1	8
Cc1ccc(S(=O)(=O)N2CCC(C(=O)NCCC3=CCCCC3)CC2)c(C)c1	-12	18	-1.9	7.8	-0.5	-4.3	-40	x	0	-12	-8
O=C(c1ccccc1)N1CCN(C(=O)c2cc3ccccc3o2)CC1	2	14	0.6	-2.6	1.3	2.6	14	21	-4	-2	-3
Cc1ccc(NC(=O)C(=O)NC2CCCCC2)cc1	8	1	0.2	-2.2	2.5	3.6	10	18	8	1	2
Cc1cccc(N/N=C/c2ccc(O)c(O)c2O)c1	8	-2	2.1	4.5	0.8	5.6	-24	15	30	6	-4
CCOC(=O)c1ccccc1OC(=O)Oc1ccccc1C(=O)OCC	0	0	x	-2.8	2.7	x	14	12	x	12	-1
COC(=O)c1sc(=S)n(Cc2ccccc2)c1C	-8	10	0.0	3.1	4.4	2.7	-16	-26	-23	-3	-2
O=C(OCc1cc2ccccc2[nH]c1=O)c1cccc([N+](=O)[O-])c1	0	-22	-0.3	-2.6	0.6	-4.2	13	14	-10	3	0
O=C(Cc1ccc([N+](=O)[O-])cc1)N1CCN(c2ccc([N+](=O)[O-])cc2)CC1	-6	-18	1.2	-0.3	-0.2	2.4	2	-37	13	-10	0
CCOC(=O)C1(CCc2ccccc2)CCN(C(=O)CCc2cnn(C)c2)CC1	-9	3	-1.6	-2.3	3.1	1.0	13	-19	0	1	4
Cc1ccc2[nH]c3c(=O)n(Cc4ccncc4)cnc3c2c1	-4	5	-1.2	-1.2	-2.8	-1.4	7	-9	-9	-9	-6
CN(CC(=O)Nc1ccc(Cl)c(Cl)c1)C(=O)c1cccc2cccnc12	13	10	-0.5	-1.1	0.9	-0.3	5	1	139	-1	-16
COc1ccccc1CCC(=O)OCC(=O)Nc1ccc2[nH]c(=O)[nH]c2c1	4	-4	-0.2	1.9	1.0	0.7	-12	x	-1	-5	-2
COc1ccc([N+](=O)[O-])cc1NC(=O)CCN1CCOCC1	-16	-1	-2.0	-2.5	1.4	-1.2	11	-1	-2	-10	-2
CN(C(=O)c1cccc(NC(=O)Cc2ccc(NC(=O)C3CCN(C(=O)C4CCC4)CC3)cc2)c1)C1CCCCC1	0	-11	x	-2.4	2.8	x	11	-2	x	6	-9
COc1ccc(C(=O)NC(=S)N2CCCCC2)cc1	-6	-32	0.5	0.0	0.5	2.6	0	19	7	3	-2
CCc1cc(OCCOCCN(C)C)ccc1Cl	11	2	-3.4	0.4	0.0	0.7	-2	-7	7	-4	5
